Screening results (PubChem BioAssay)
S1P1 ag-PAM = activates or potentiates agonism at human S1P1 receptor | S1P1 CRE-bla cells, forskolin, beta-lactamase FRET, potentiator mode; S1P1 agonist co-added at EC20, 2 nM; 100% = saturating reference agonist, 0% = basal | actives 0.57% (n = 56,000) | activation, % at 9.5 µM | P21453;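 active = activation above a cutoff set at the mean activation of all tested compounds plus 3 SD, cut at about 54% in these data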;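 also: forskolin at 4 µM as EC80 and the EC20 agonist is SEW2871; 100% = SEW2871 at its EC100 plus forskolin at EC80; some compounds past the cut are filed as inactive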
Ec RNAP inh = inhibitors of Escherichia coli RNA polymerase; actives 0.2% (n = 62,000); E. coli RNA polymerase, fluorescence transcription assay; inhibition, %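 (tested at 10 µM)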; in the data active = inhibition above about 20%;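 also: 0% = enzyme without compound and 100% = no enzyme blank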
Jurkat tox 60K = cytotoxic compounds reducing Jurkat cell viability. Jurkat E6.1 viability, ATP luminescence, 48 h. inhibition, % at 4 µM. actives 1.2% (n = 56,000). AID 463;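 active = inhibition above the mean inhibition of all tested compounds plus 3 SD, cut at about 28% in these data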
S1P3 ag = activates the human S1P3 receptor | Q99500 | S1P3 NFAT-BLA reporter cells, agonism, FRET ratio; relative to 1 µM S1P, basal subtracted | activation, % at 4.5 µM | actives 0.1% (n = 60,000);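 active = activation above the screen-wide mean plus 3 SD, cut at about 4.5% in these data, passing the limit was not always enough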; also: some compounds called inactive have numbers as strong as hits
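material = human S1P3 NFAT-BLA reporter CHO cells | schedule = 4 h compound at 37 °C, 2 h substrate at RT | measured by = fluorescent BLA substrate, ex 405 nm, em 460/535 nm ratio | controls = 1 µM S1P reference | replication = primary once, confirmation triplicate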
D1 mod = D1 dopamine receptor (human) allosteric modulation. B-score at 10 µM. HEK293 D1, CRE-luciferase, dopamine EC30 potentiation; actives deviate in either direction. actives 5.9% (n = 58,000). P21728;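 active = luminescence count or its row- and column-corrected plate score outside the 99.7% band of the plate's sample wells, on either side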
Target sequence (P21728 whole entry, looked up): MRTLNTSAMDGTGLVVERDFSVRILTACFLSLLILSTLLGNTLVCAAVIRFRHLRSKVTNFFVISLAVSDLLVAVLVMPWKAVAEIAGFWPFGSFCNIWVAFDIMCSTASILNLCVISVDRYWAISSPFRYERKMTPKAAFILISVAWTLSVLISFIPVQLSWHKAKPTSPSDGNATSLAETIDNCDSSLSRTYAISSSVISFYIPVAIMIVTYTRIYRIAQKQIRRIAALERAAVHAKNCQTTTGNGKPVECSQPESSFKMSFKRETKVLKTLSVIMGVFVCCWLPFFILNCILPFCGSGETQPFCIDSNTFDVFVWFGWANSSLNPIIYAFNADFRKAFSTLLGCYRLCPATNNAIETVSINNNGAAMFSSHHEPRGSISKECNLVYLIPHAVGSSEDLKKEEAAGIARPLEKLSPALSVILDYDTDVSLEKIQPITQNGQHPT
TNAP act mid DEA = activates human TNAP at intermediate phosphate acceptor concentration; P05186; purified TNAP, CDP-star luminescence, 100 mM DEA, 30 min; active compounds read high; scale: 0 levamisole-inhibited, 1 vehicle-only enzyme; activation factor at 20 µM; 64,000 tested, under 10 active; AID 813;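 active = activation factor of at least 2 at 20 µM, relative to controls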
HEK293 NFkB inh = lowers PMA/ionomycin-induced NF-kB signal in HEK293 cells; HEK-293 NF-kB luciferase reporter, luminescence; inhibition, % at 3 µM; actives 0.21% (n = 62,000);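 active = inhibition above the mean of all tested compounds plus 3 SD, cut at about 40% in these data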;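 also: 0% = stimulated DMSO wells and 100% = 10 µM reference inhibitor 5653914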
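Material: HEK-293 cells with stable firefly luciferase reporter driven by four HIV NF-kB elements / Also added: PMA plus ionomycin mix as NF-kB-activating stimulus / Compound dosing: 3 µM once, 0.30% DMSO / Times: 1 h pretreatment, 16 h stimulation, 37 °C / Signal: luminescence / Evaluation: per-plate % inhibition versus controls / Benchmarks: DMSO and 10 µM reference inhibitor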
M1 antagonist = M1 muscarinic receptor (rat) antagonism; B-score at 10 µM; AID 628; CHO-M1 cells, Fluo-4 calcium, ACh EC80 antagonist mode; active compounds read low; actives 3.4% (n = 64,000); P08482;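 active = calcium fluorescence response, raw or row-and-column corrected B-score, differing from the plate sample mean either way at a set confidence level, mostly lower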
Target sequence (P08482 whole entry, looked up): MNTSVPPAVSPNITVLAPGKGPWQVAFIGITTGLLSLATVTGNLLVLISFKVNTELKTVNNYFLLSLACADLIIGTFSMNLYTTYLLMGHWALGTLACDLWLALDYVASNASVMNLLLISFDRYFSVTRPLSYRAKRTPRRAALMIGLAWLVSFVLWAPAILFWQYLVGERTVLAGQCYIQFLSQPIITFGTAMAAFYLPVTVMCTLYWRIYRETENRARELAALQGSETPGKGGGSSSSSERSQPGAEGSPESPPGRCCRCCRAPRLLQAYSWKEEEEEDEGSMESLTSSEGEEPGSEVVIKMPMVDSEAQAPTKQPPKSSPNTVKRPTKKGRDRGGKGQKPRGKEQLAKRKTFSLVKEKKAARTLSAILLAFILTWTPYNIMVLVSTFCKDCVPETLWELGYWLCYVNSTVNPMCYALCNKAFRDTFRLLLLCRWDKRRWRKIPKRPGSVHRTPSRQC
M1 ag = activates the M1 muscarinic receptor | CHO-M1 cells, Fluo-4 calcium fluorescence, agonist mode; active compounds read high | B-score at 10 µM | actives 3% (n = 64,000);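 active = fluorescence rise, raw or as B-score row- and column-corrected plate score, outside the 99.7% band of its plate's samples, either direction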
* hit, by the source's call; x = not tested or not shown.

Letter code – A = S1P1 ag-PAM; B = Ec RNAP inh; C = Jurkat tox 60K; D = S1P3 ag; E = D1 mod; F = TNAP act mid DEA; G = HEK293 NFkB inh; H = M1 antagonist; I = M1 ag
CCCc1cc(C(=O)N2CCN(c3ccccc3C)CC2)cs1
  A: 0.3; B: 4.2; C: 0.7; D: -0.5; E: -0.571; F: 1; G: 0.7; H: -0.113; I: 0.196

Cc1ccc(N=C2NC(=O)CS2)c(C)c1
  A: 4.0; B: 2.0; C: -3.5; D: -0.6; E: -1.16; F: 0.8; G: 3.2; H: 0.00662; I: 1.75

O=C1NCCCc2nonc21
  A: 3.7; B: 10.8; C: -10.7; D: -0.7; E: -2.91; F: 0.9; G: 14.6; H: -0.0351; I: -0.823

COc1cccc(NC(=O)c2cc(C(=O)Nc3cccc(OC)c3)n(C)n2)c1
  A: 1.6; B: -5.0; C: x; D: -3.1; E: x; F: 0.9; G: x; H: -0.381; I: 1.62

COc1ccc(CC(=O)NCc2nnc(SCC(=O)N3CCN(c4ccccc4)CC3)n2C)cc1
  A: -14.0; B: 4.1; C: 1.0; D: -1.3; E: x; F: 1; G: 19.8; H: -0.194; I: 0.865

CCOC(=O)c1c(N)nn(C(=O)C(C)(C)C)c1-c1ccccc1
  A: 15.1; B: 8.0; C: 1.3; D: -0.2; E: 1.52; F: 0.9; G: 12.1; H: -0.394; I: -0.0382

Cc1cc(=O)oc(C)c1C(=O)NCCC1=CCCCC1
  A: -8.7; B: 9.9; C: x; D: -2.0; E: 0.947; F: 0.9; G: x; H: -0.472; I: -0.766

O=C(COC(=O)c1ccc2c(c1)OCCO2)NCCC1=CCCCC1
  A: -20.8; B: 1.9; C: 3.4; D: -0.8; E: -0.0583; F: 0.9; G: 3.2; H: -0.409; I: 0.723

CN(C(=O)COC(=O)C1c2ccccc2Oc2ccccc21)C1CCS(=O)(=O)C1 (configuration not stated)
  A: 7.3; B: 2.2; C: -8.8; D: -1.2; E: -0.427; F: 1; G: -4.9; H: 0.375; I: -0.264

CC1(C)CC(=O)C2=C(C1)N(Cc1ccco1)C(=O)C2(O)C(F)(F)F (configuration not stated)
  A: -0.4; B: -1.4; C: x; D: -4.3; E: 0.629; F: 0.9; G: x; H: -0.931; I: -0.71

COc1cc(C(C(=O)NC(C)(C)C)N(Cc2ccccc2)C(=O)c2cnccn2)cc(OC)c1OC (configuration not stated)
  A: -8.6; B: 9.8; C: -5.2; D: 1.0; E: x; F: 0.9; G: 21.0; H: -0.332; I: 0.159

O=C(COC(=O)c1ccc(S(=O)(=O)NCc2ccco2)cc1)NCCC1=CCCCC1
  A: -6.3; B: 1.6; C: -12.4; D: -0.5; E: 0.0272; F: 0.9; G: 14.9; H: 0.0448; I: -0.481

COCCn1c(SCC#N)nnc1-c1ccccc1O
  A: 9.3; B: x; C: -6.9; D: 0.1; E: x; F: 0.9; G: 18.0; H: 0.0113; I: 0.279

c1ccc2c(-c3nnc4n3CCCCC4)c[nH]c2c1
  A: 7.5; B: 1.4; C: 6.3; D: -0.3; E: 0.599; F: 0.9; G: 11.1; H: 0.359; I: -0.0305

CN1CCN(CC(=O)N2CCn3c4c(c5cc(C6CCCCC6)ccc53)CCCC42)CC1 (configuration not stated)
  A: 14.5; B: 9.9; C: 5.7; D: -1.8; E: 0.464; F: 1; G: -0.8; H: -0.191; I: -0.15

O=C(COC(=O)CCS(=O)(=O)c1ccc(Cl)cc1)Nc1ncc(Cl)cc1Cl
  A: x; B: -4.6; C: x; D: x; E: x; F: 1; G: 7.2; H: 0.58; I: -0.083

COc1ccccc1N1CCN(Cc2cc(Br)c(O)c3ncccc23)CC1
  A: 14.8; B: 3.3; C: 60.8*; D: -0.5; E: -1.49; F: 1; G: 7.3; H: 0.611; I: 0.505

CCOC(=O)c1sc2nc(C)cc(C)c2c1NC(=O)c1ccco1
  A: 4.9; B: 1.9; C: -3.6; D: 3.8; E: -0.0324; F: 0.9; G: 15.2; H: 0.433; I: -0.0378

COc1ccc2c(c1)CCc1c(C(=O)N3CCOCC3)noc1-2
  A: -2.5; B: 5.2; C: 1.6; D: -0.2; E: -0.29; F: 0.9; G: -10.1; H: 0.851; I: -0.546

CCCCn1c(SCC(=O)Nc2cc(C)on2)nc2ccccc2c1=O
  A: -31.1; B: 6.0; C: -9.3; D: -0.4; E: -0.18; F: 0.9; G: 12.0; H: 1.26; I: -0.51

Cc1ccc(Cn2nnc3c(=O)n(CC(=O)c4ccccc4)cnc32)cc1
  A: -9.3; B: 2.9; C: 1.6; D: -1.5; E: 0.0141; F: 0.9; G: 15.2; H: -0.394; I: -0.356

Cc1nc2nc(SCC(=O)NCc3ccco3)nn2c(C)c1Cc1c(F)cccc1Cl
  A: x; B: 5.0; C: x; D: x; E: x; F: 1; G: 13.7; H: -0.283; I: 0.177

COc1cc2c(N3CCOCC3)cc(O)c(CC(=O)Nc3ccccc3)c2cc1OC
  A: 1.3; B: -4.0; C: 7.2; D: 0.5; E: 1.81; F: 0.9; G: 12.2; H: -0.425; I: 0.0133

Cc1ccc(S(=O)(=O)NCCOCCNS(=O)(=O)c2ccc(C)cc2)cc1
  A: -2.6; B: 5.3; C: -3.8; D: -0.6; E: 0.593; F: 0.9; G: 1.1; H: -0.227; I: -0.649

COc1cc(NC(=O)c2ccco2)c(OC)cc1NC(=O)Nc1cccc(Cl)c1
  A: 13.8; B: 10.6; C: -6.1; D: -0.8; E: -0.542; F: 1; G: 12.3; H: 0.803; I: -0.387

COC(=O)c1cc(-c2c(C)oc3cc(OC(C)C)ccc3c2=O)c(C)o1
  A: 15.0; B: 3.3; C: -5.4; D: -0.1; E: 0.45; F: 0.9; G: -4.6; H: -1.1; I: -0.0263

CCc1cc2c(NCC3CCCO3)ncnc2s1 (configuration not stated)
  A: x; B: 1.4; C: x; D: x; E: 0.147; F: 1; G: 17.2; H: 0.147; I: -0.0425

Cc1cc(C)nc(NC(=O)NS(=O)(=O)N2CCCCCC2)n1
  A: -2.1; B: -7.1; C: 13.6; D: -1.0; E: -0.672; F: 1; G: 15.6; H: 0.261; I: 0.522

O=C1CC(c2ccc(Cl)cc2)CC(O)=C1C=NCCN1CCNCC1 (configuration not stated)
  A: x; B: x; C: x; D: x; E: -0.408; F: 0.9; G: 5.9; H: -5.27*; I: -0.577

COCC(=O)Nc1nc2n(n1)C(c1ccc(OC)cc1)CC(c1ccc(OC)cc1)N2 (configuration not stated)
  A: -7.3; B: 4.1; C: -5.4; D: -0.8; E: -0.121; F: 0.9; G: 0.9; H: -0.18; I: 0.00406

The closing 2 compounds of the part before are carried over, then new ones follow.
Letter code – A = S1P1 ag-PAM; B = Ec RNAP inh; C = Jurkat tox 60K; D = S1P3 ag; E = D1 mod; F = TNAP act mid DEA; G = HEK293 NFkB inh; H = M1 antagonist; I = M1 ag
O=C1CC(c2ccc(Cl)cc2)CC(O)=C1C=NCCN1CCNCC1 (configuration not stated)
  A: x; B: x; C: x; D: x; E: -0.408; F: 0.9; G: 5.9; H: -5.27*; I: -0.577

COCC(=O)Nc1nc2n(n1)C(c1ccc(OC)cc1)CC(c1ccc(OC)cc1)N2 (configuration not stated)
  A: -7.3; B: 4.1; C: -5.4; D: -0.8; E: -0.121; F: 0.9; G: 0.9; H: -0.18; I: 0.00406

CCCCn1nc(C(=O)NC2=NCCS2)c2ccccc2c1=O
  A: 10.8; B: 8.8; C: -1.6; D: 1.4; E: 2.21; F: 0.9; G: 7.9; H: 0.184; I: 1.22

CSc1ncc(Cl)c(C(=O)Nc2nnc(SC)s2)n1
  A: -3.6; B: 7.6; C: -5.8; D: 0.2; E: 0.181; F: 0.9; G: 7.2; H: 0; I: -0.57

COC(=O)[C@@H](NC(=O)N1CCN(c2cccc(C(F)(F)F)c2)CC1)C(C)C
  A: -1.0; B: 4.0; C: -1.7; D: -1.5; E: -0.0724; F: 0.9; G: 5.3; H: 0.785; I: -0.612

CC(C)CCN1C(=O)c2ccc(C(=O)NCc3ccco3)cc2C1=O
  A: 5.9; B: 1.2; C: 1.9; D: -1.7; E: x; F: 0.9; G: 3.4; H: 0.559; I: 1.47

CCCSc1nc(N2CCCC2)c2c(c1C#N)CC(C)(C)OC2
  A: 0.2; B: 1.7; C: x; D: -3.6; E: x; F: 0.9; G: x; H: -0.533; I: -1.23

Cc1c(-n2cc(C(=O)O)c(=O)c3cc(F)c(N4CCCC4)c(F)c32)c(=O)n(-c2ccccc2)n1C
  A: x; B: 4.0; C: x; D: x; E: 2.69*; F: 0.9; G: 22.6; H: -0.0908; I: 0.55

Cc1cc(C)cc(OCc2nnc(SCC(=O)Nc3ccccc3)o2)c1
  A: 1.7; B: 10.1; C: -3.9; D: 0.0; E: 0.129; F: 0.9; G: 6.2; H: 0.199; I: 0.534

O=C(O)CSC1CC(=O)N(c2cccc(Cl)c2)C1=O (configuration not stated)
  A: 5.0; B: 8.0; C: -7.5; D: 0.0; E: -0.795; F: 0.9; G: 14.9; H: 0.672; I: -1.7

Nc1nnc(N2CCc3ccccc32)s1
  A: 10.0; B: -5.4; C: 5.1; D: -2.0; E: 0.291; F: 1; G: 14.9; H: 0.338; I: 3.37*

COCc1nc2ccccc2n1CCOc1ccccc1OC
  A: -16.1; B: 6.4; C: 4.0; D: -0.1; E: -0.35; F: 1; G: 17.3; H: -0.44; I: -0.176

Cc1cc(C)nc(/N=C2\NC(=O)CC(C(=O)O)N2CCc2c[nH]c3ccccc23)n1 (configuration not stated)
  A: -11.5; B: 7.8; C: -3.9; D: -0.2; E: x; F: 0.9; G: 14.6; H: -0.582; I: 3.2*

O=C(NCCCN1CCOCC1)c1c(O)c2ccccc2[nH]c1=O
  A: 8.5; B: 0.9; C: 5.4; D: -1.1; E: x; F: 0.9; G: 10.2; H: 0.0216; I: 0.000579

CCCCOC(=O)c1ccc(NC(=O)c2cnc3n(c2=O)CCS3)cc1
  A: 7.3; B: 11.4; C: 6.6; D: -0.9; E: -1.3; F: 1.1; G: 18.5; H: 0.0572; I: -0.59

COC(=O)c1ccc2c(=O)n(CCCCCC(=O)N3CCN(c4ccccc4)CC3)c(=O)[nH]c2c1
  A: -10.5; B: 2.6; C: 2.5; D: -1.2; E: -0.691; F: 0.9; G: 13.3; H: -1.72; I: 10.8*

Cc1ccc(-n2ncc3c(N4CCN(c5ccc(F)cc5)CC4)ncnc32)c(C)c1
  A: -9.5; B: -7.9; C: 6.2; D: -0.7; E: -2.95*; F: 0.9; G: 28.5; H: -0.0379; I: -0.824

O=C(NCc1ccccc1)NC1(C(=O)N2CCN(c3ncccn3)CC2)CCCCC1
  A: -23.9; B: 1.2; C: -0.6; D: -0.1; E: -0.243; F: 1; G: 15.1; H: 0.697; I: -0.177

COc1ccccc1C(=O)Nc1c2c(nn1-c1cccc(C)c1C)CS(=O)C2 (configuration not stated)
  A: -26.1; B: 5.1; C: -0.8; D: 0.4; E: 2.45; F: 1; G: 6.2; H: -0.0634; I: -0.0166

COc1ccc(CC(=O)N2CC3(C)CC2CC(C)(C)C3)cc1OC (configuration not stated)
  A: x; B: 4.8; C: 5.0; D: -0.7; E: 0.00324; F: 0.9; G: 16.6; H: 0.029; I: 0.00997

COC(=O)CSc1nnc(-c2cccs2)n1-c1ccc(Cl)cc1
  A: 5.2; B: 10.1; C: -0.8; D: -0.7; E: 2.83*; F: 0.9; G: -1.9; H: 0.00916; I: 0.639

CCCCn1c(=O)n(CC(=O)NCc2ccc(C)cc2)c(=O)c2c1nc(CO)n2CCC
  A: x; B: -1.8; C: x; D: x; E: x; F: 1; G: 9.0; H: -0.0101; I: 0.799
